PfG6PD inh: PfG6PD (Plasmodium falciparum) enzyme inhibition; PfGluPho enzyme, NADPH resazurin-diaphorase fluorescence; inhibition, % at 20 µM; 350,000 compounds, 0.78% hits; AID 504690;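 active means inhibition reaching at least a set limit at 20 µM in the primary screen, cut at about 59% in these data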;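 further: 0% = DMSO wells with substrate and 100% = DMSO wells lacking glucose-6-phosphate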
SENP7 inh: blocks the human protease SENP7; Q9BQF6; recombinant SENP7, Z-RLRGG-aminoluciferin luminescence, 40 min; inhibition, % at 5 µM; 330,000 compounds, 1.5% hits; AID 434973;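 active means inhibition above about 50% at the single test dose, limit read from the data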;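 further: plate controls were DMSO with enzyme for no effect and no enzyme buffer wells for full effect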
SENP8 block-1: inhibitors of human SENP8 protease. Q96LD8. AID 2540. purified SENP8, Z-RLRGG-aminoluciferin cleavage, luminescence. 330,000 compounds, 1.2% hits. inhibition, % at 10 µM; in the data active means inhibition above about 50%
Target sequence (Q96LD8 whole entry, looked up): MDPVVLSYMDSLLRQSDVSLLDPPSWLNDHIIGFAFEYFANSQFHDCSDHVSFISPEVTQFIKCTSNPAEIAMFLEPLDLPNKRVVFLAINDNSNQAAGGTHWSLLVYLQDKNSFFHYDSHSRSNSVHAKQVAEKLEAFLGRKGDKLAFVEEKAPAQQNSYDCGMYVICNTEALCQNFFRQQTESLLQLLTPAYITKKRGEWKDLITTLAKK
Apaf-1 inh: inhibitors of human Apaf-1 apoptosome | inhibition, % at 20 µM | reconstituted apoptosome caspase-3 activity, DEVD-Rh110 fluorescence | 330,000 compounds, 0.71% hits | O14727; active means inhibition of at least 40% at 20 µM;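 further: plate controls were DMSO wells for no effect and DEVD-CHO caspase inhibitor wells for full effect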
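Material: reconstituted apoptosome with Apaf-1, cytochrome c, caspase-9, procaspase-3, dATP / Buffer or medium: pH 7.5 Hepes buffer with CHAPS, BSA, DTT / Also added: cytochrome c with DEVD-Rh110 / Schedule: compound with Apaf-1, dATP, procaspase-3 30 min, then 50 min reaction, room temperature / Technique: rhodamine 110 fluorescence at Ex 480/Em 540 nm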
SENP6 inh: SENP6 protease inhibition. 330,000 compounds, 1.8% hits. inhibition, % at 10 µM. Recombinant SENP6 catalytic domain, aminoluciferin luminescence. Q9GZR1;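 active means inhibition above about 50% at the single tested dose, limit read from the data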;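 further: plate controls were DMSO wells with enzyme for no effect and DMSO wells lacking enzyme for full effect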
Target sequence (Q9GZR1 628-1112 limits assumed): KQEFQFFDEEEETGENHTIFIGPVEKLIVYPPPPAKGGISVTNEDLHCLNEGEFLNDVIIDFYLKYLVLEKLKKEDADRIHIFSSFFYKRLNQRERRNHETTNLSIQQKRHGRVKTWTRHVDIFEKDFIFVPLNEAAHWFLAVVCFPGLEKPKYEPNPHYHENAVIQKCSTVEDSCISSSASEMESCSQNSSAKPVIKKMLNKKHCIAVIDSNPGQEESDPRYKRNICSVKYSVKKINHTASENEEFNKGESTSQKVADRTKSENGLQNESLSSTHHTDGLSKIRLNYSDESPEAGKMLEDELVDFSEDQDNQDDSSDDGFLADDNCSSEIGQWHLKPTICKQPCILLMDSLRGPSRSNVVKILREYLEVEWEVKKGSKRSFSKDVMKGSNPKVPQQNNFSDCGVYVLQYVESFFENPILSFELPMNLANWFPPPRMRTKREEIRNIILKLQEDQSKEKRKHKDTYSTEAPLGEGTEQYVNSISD
HKDC1 inhibitor: HKDC1 (human) hexokinase inhibition; Q2TB90; recombinant HKDC1, G6PDH/diaphorase resazurin coupled fluorescence; inhibition, % at 20 µM; 340,000 compounds, 0.16% hits; AID 493160;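 active means inhibition above about 35% when tested at 20 µM, limit read from the data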;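 further: plate controls were DMSO wells with enzyme for no effect and DMSO wells lacking enzyme for full effect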
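Test system: recombinant HKDC1 (HK5) hexokinase enzyme, produced in-house / Doses: 20 µM test compound, 1% DMSO / Timing: 90 min, room temperature / Detection: G6PDH/diaphorase-coupled fluorescence, 1 mM NADP, 100 µM resazurin, 525/613 nm / Control set: DMSO wells with and without enzyme mix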
SENP8 block-2: SENP8 (human) protease inhibition; inhibition, % at 20 µM; 360,000 compounds, 0.64% hits; AID 602440; recombinant SENP8, Nedd8 substrate fluorescence; in the data active means inhibition mostly above about 40%, no sharp cut-off; inactive means mostly below about 27%
SENP1 FRET inh: inhibitors of human SENP1 SUMO protease catalytic domain. Q9P0U3. 360,000 compounds, 0.21% hits. AID 624204. recombinant SENP1 catalytic domain, CyPet-SUMO1-YPet FRET cleavage. inhibition, % at 10 µM;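 active means inhibition at least 30% at 10 µM, raw YFP signal under a set limit, fluorescence ratio 0.5 to 1.5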;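 further: 0% = enzyme with DMSO and 100% = no enzyme wells; some results filed as inactive read as strong as hits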
Target sequence (Q9P0U3 419-644 limits assumed): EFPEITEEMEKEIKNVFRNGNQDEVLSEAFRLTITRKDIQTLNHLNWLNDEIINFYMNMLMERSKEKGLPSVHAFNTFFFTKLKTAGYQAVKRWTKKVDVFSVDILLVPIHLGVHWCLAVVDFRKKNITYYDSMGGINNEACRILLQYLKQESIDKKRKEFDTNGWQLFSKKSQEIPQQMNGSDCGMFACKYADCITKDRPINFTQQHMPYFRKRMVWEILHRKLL
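Material: hSENP1 catalytic domain, recombinant; medium: Tris pH 8 with BME, BSA, NP40 and catalase; compound: single concentration of 10 µM compound, 0.5% DMSO final; technique: FRET read of cyan and yellow fluorescence; timing: 50 min enzyme reaction, room temperature, light-protected; reagent: SFCypet-SUMO1-SFYpet substrate at 25 nM; control set: no-enzyme low, enzyme-DMSO high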
Starred values were filed as active, the others as inactive; i = inactive; x = no result given.

SMILES	PfG6PD inh	SENP7 inh	SENP8 block-1	Apaf-1 inh	SENP6 inh	HKDC1 inhibitor	SENP8 block-2	SENP1 FRET inh
COc1ccccc1N1C(=O)CC(Nc2ccc(N3CCOCC3)cc2)C1=O (stereo not drawn)	38	-5	-11	6	6	0	19	9
CCC1CN(C(=O)N2CCC(C(=O)NCCc3ccccc3)CC2)c2ccccc2O1 (stereo not drawn)	-17	-4	0	-1	13	-1	5	3
CN1CCN(c2nc3c(c(=O)[nH]c(=O)n3C)n2CCSc2nc3ccccc3s2)CC1	0	7	-2	3	-4	-7	13	4
CC(C)C(=O)Nc1ccc(NC(=S)NC(=O)c2ccc([N+](=O)[O-])cc2)cc1	-6	5	-2	-24	10	-12	16	0
CC(=O)NS(=O)(=O)c1ccc2c(c1)C(=O)c1cc(S(=O)(=O)NC(C)=O)ccc1-2	-26	-10	-5	5	-11	4	2	1
Cc1ccc(SCC(=O)OC(C)C(=O)N2CCc3ccccc32)cc1 (stereo not drawn)	-6	-10	-9	20	-7	2	18	1
Cc1cc(Cl)cc(Cl)c1OCCCCN(C)C	-13	0	-7	-3	-10	-10	8	1
CCOc1ccc(NC(=O)CCn2nc(C)c(S(=O)(=O)N3CCCCC3)c2C)cc1	5	3	-4	-7	1	0	4	1
CCCn1c(=O)[nH]c(=O)c2c1nc(-c1ccc(OC(F)(F)C(F)C(F)(F)F)cc1)n2CCOC (stereo not drawn)	26	7	-2	32	5	3	-427	-12
COc1ccc(S(=O)(=O)Nc2ccc(O)c(Sc3ncn[nH]3)c2)cc1	10	-1	3	-30	10	-6	6	5
COc1ccc(C(=O)c2ccc(OC)cc2OC)cc1	5	-1	-5	1	3	-3	19	2
O=C(COC(=O)CCCc1nc2ccccc2s1)Nc1ncc(Cl)cc1Cl	-1	-5	-9	5	-10	-5	2	-3
COc1cc(NC(=O)c2cc3nc(C4CC4)cc(C(F)(F)F)n3n2)c(OC)cc1Cl	-5	3	3	6	13	1	-24	-2
Cc1nn(CC(=O)c2cccc(Cl)c2)c(C)c1[N+](=O)[O-]	3	3	0	-5	-9	-6	10	2
N#Cc1ccc(NC(=O)CNc2cc(S(=O)(=O)N3CCOCC3)ccc2NCC2CCCO2)cc1 (stereo not drawn)	5	-1	-3	-13	10	7	-23	-47
O=C1CN(S(=O)(=O)c2cc(C(F)(F)F)ccc2Cl)CCN1	25	14	2	4	0	-3	10	-1
O=C(CSCc1nc2ccccc2[nH]1)Nc1ccc2ccccc2c1	22	-12	-8	-6	-5	-2	25	-1
Cn1c(C(=O)N2CCN(c3ccccn3)CC2)cc2ccccc21	10	9	2	-2	17	-4	8	-1
CC(C)CC(c1nnnn1CC1CCCO1)N1CCN(C2CCCC2)CC1 (stereo not drawn)	8	x	x	x	x	-6	20	1
CC(C)(O)C1=NOC(c2ccccc2)C1 (stereo not drawn)	-12	-2	3	-4	2	0	9	-12
O=C(c1ccccc1F)N1CCN(c2ccc([N+](=O)[O-])c(NCC3CCCO3)c2)CC1 (stereo not drawn)	45	54*	4	7	2	19	24	-1
Nc1cc(CN2C(=O)c3ccccc3C2=O)cc(Cl)c1O	12	4	-1	5	-12	4	16	10
Cc1cccc(N2C(=O)CCC2=O)n1	-5	4	-7	0	-11	-10	2	2
COc1cc(/C=C/C(=O)OCC(=O)NC(=O)NC(C)(C)C)ccc1OCC#N	-2	-9	-5	6	-7	-5	-64	2
Cn1c(CCN2CCOCC2)nc2cc(NC(=O)c3cccs3)ccc21	-6	1	5	-9	-2	-4	25	0
COc1ccccc1NC(=O)C(C)OC(=O)c1cc2ccccc2[nH]1 (stereo not drawn)	16	6	-1	4	14	0	-50	-1
O=C(NC1CCCCC1)c1ccc(CS(=O)Cc2ccccc2Cl)o1 (stereo not drawn)	-3	-2	3	-1	-4	-3	11	0
Cc1ccc2c(c1)c(CC(=O)Nc1ccc(C)c(F)c1)c(C(=O)O)n2C	-9	-2	-3	-1	-6	11	4	0
CC(C)OCCCNC(=O)NC(=O)c1ccc(Cl)cc1	3	-7	4	-2	-21	-4	8	2
O=C(c1ccccc1)N1CCC(=O)N1c1ccccc1	5	-6	-5	-3	-15	-9	11	1
COc1cccc(-n2nnc3c(=O)n(CC(=O)N4CCCc5ccccc54)cnc32)c1	0	-11	-2	18	6	-5	16	-1
O=C(O)c1ccc(/C=C2\SC(=S)N(Nc3ccccc3)C2=O)cc1	-4	78*	82*	6	95*	-2	28	3
Cc1cc(Cl)ccc1OCCCC(=O)N1CCCCC1	-7	3	-3	-28	-4	-3	21	0
Cc1ccc([C@@H]2CC=C(C(=O)O)[C@H](c3ccc(Cl)cc3)N2S(=O)(=O)c2ccccc2C)cc1	-46	-4	-10	17	-19	7	12	0
O=C(Nc1ccc(O)c(C(=O)O)c1)Oc1ccccc1	-5	56*	60*	-2	76*	-7	-297	-1
O=C(COC(=O)CCC(=O)Nc1nccs1)NCc1ccco1	-15	0	-2	8	-3	-2	2	3

5 of the compounds above, in CSV form.
structure,PfG6PD inh,SENP7 inh,SENP8 block-1,Apaf-1 inh,SENP6 inh,HKDC1 inhibitor,SENP8 block-2,SENP1 FRET inh
O=C(COC(=O)CCCc1nc2ccccc2s1)Nc1ncc(Cl)cc1Cl,-1,-5,-9,5,-10,-5,2,-3
Cc1cc(Cl)ccc1OCCCC(=O)N1CCCCC1,-7,3,-3,-28,-4,-3,21,0
O=C(c1ccccc1F)N1CCN(c2ccc([N+](=O)[O-])c(NCC3CCCO3)c2)CC1 (stereo not drawn),45,54*,4,7,2,19,24,-1
O=C(COC(=O)CCC(=O)Nc1nccs1)NCc1ccco1,-15,0,-2,8,-3,-2,2,3
N#Cc1ccc(NC(=O)CNc2cc(S(=O)(=O)N3CCOCC3)ccc2NCC2CCCO2)cc1 (stereo not drawn),5,-1,-3,-13,10,7,-23,-47

The listing continues.
SMILES	PfG6PD inh	SENP7 inh	SENP8 block-1	Apaf-1 inh	SENP6 inh	HKDC1 inhibitor	SENP8 block-2	SENP1 FRET inh
Cc1ccc(S(=O)(=O)N2CCCCC2)cc1NC(=O)C1CCCO1 (stereo not drawn)	9	-4	7	-9	13	-13	8	-2
COC(C[C@@H](O)CC(=O)[C@@H](C)OCc1ccccc1)OC	-11	-2	0	3	-14	-1	20	-2
CCC(=O)NC(c1cc(Cl)c2cccnc2c1O)C(C)C (stereo not drawn)	-7	10	-2	-2	-12	-2	23	6
C/C(Cn1nnc2ccccc21)=N\NC(=O)c1ccc(Br)cc1	9	-3	2	-11	3	3	-2	-2
COc1ccccc1OCCn1cc(C(=O)C(C)C)c2ccccc21	3	8	-2	10	-12	3	14	-1
CC(C)C(C)(C#N)NC(=O)CSc1ncnc2sc(-c3ccccc3)cc12 (stereo not drawn)	9	-9	2	16	1	-5	-29	1
COc1ccc(C(=O)N(c2ccc(C)cc2)C2C=CS(=O)(=O)C2)cc1OC (stereo not drawn)	11	0	3	-14	0	-3	5	0
CCCn1c(=S)[nH]c2cc(C(=O)N3CCc4ccccc43)ccc2c1=O	-2	-3	-6	18	-13	-6	5	-1
COc1ccc(S(=O)(=O)CC(=O)c2cc(C)c(O)c(C)c2)cc1	3	-11	-14	13	-15	2	17	2
CC1=C(C(=O)Nc2ccccc2)C(c2ccc3c(c2)OCO3)C2=C(CCCC2=O)N1 (stereo not drawn)	0	2	8	-2	-4	4	i	-11
CCCCOc1ccc(-c2n[nH]c(=S)n2Cc2ccccc2)cc1	17	-7	-18	26	-9	2	2	0
COc1cccc(C2C(C#N)=C(N)Oc3cc(C)[nH]c(=O)c32)c1OC (stereo not drawn)	-15	2	8	-8	-8	5	0	2
COc1ccccc1C(=O)N1CCN(C(=O)COc2cccc(C)c2)CC1	-18	10	5	-8	5	-6	12	2
O=C(O)CC(NC(=O)C(c1ccccc1)c1ccccc1)c1ccc(F)cc1 (stereo not drawn)	7	-3	-12	3	-27	-8	6	3
Cn1c(=O)n(C)c2cc(CNc3ccc(N4CCOCC4)c(C(=O)O)c3)ccc21	6	x	x	x	x	-6	-73	0
C=CCN1C(=O)S/C(=C\c2ccc3c(c2)n(C)c(=O)n3C)C1=O	16	-1	-7	-1	-6	-4	-69	-9
COc1ccc(OCC(=O)Nc2ccc3c(c2)OCO3)cc1	-4	-1	1	0	-16	1	15	-1
CCN(CC)S(=O)(=O)c1ccc(N2CCc3ccccc3C2)nc1	17	7	-10	25	7	0	-30	-27
CCOC(=O)N1CCN(S(=O)(=O)c2ccc(C(=O)Nc3nnc(C)o3)cc2)CC1	-17	-3	2	0	5	-10	8	3
COc1ccc(C(=O)NC2CCN(S(=O)(=O)c3ccccc3F)CC2)cc1	11	5	5	-4	9	-4	5	-1
O=Cc1ccc(-c2ccccc2C(=O)O)o1	-18	6	-1	2	1	-1	-58	-1
Cn1c(CSc2ccccc2)c(C#N)c2ccccc21	-9	12	6	1	23	3	12	0
Clc1nc(NCc2cccnc2)nc(N2CCOCC2)n1	11	5	-1	6	-11	1	9	0
Clc1ccc(Nc2c3c(nc4ncnn24)CCC3)cc1	-5	-1	-6	-14	-4	3	-6	0
Brc1nc(-c2ccccc2)nc(-c2ccccc2)c1Br	-1	-2	0	8	1	1	22	3
Cc1cc(C)nc(SSc2nc(C)cc(C)n2)n1	65*	2	0	-4	10	-2	5	0
O=C(COc1coc(CN2CCN(c3ccccc3F)CC2)cc1=O)NC1CCCCC1	-1	-3	0	0	-3	-4	12	1
Cc1c(C(=O)OCC(=O)Nc2ccccc2OC(F)F)cccc1[N+](=O)[O-]	-6	9	-2	9	8	-8	14	2
COc1ccc(CN2CCC(=O)N([C@H](CO)CC(C)C)CC2)cc1	-1	-7	4	-11	1	-7	14	2
CC(C)CCOc1ccc(/C=N/N2C(=O)CSC2=S)cc1	-12	2	-11	6	2	-10	0	-6
Fc1ccc(NC(=S)NC2CC3CCCC(C2)N3Cc2cccs2)cc1 (stereo not drawn)	3	12	5	5	5	-6	9	0
O=C(COc1ccc(Cl)cc1)NCc1nnc(SCC(=O)NCc2ccc3c(c2)OCO3)o1	6	-2	2	7	2	-2	9	2
CSc1ccc(C(=O)C2CCCN(C(=O)c3cccc(N4CCOCC4)c3)C2)cc1 (stereo not drawn)	-13	-4	-4	2	-7	-1	-8	0
COc1ccc(OCC(=O)NCCC2=CCCCC2)c([N+](=O)[O-])c1	-2	-5	4	17	12	5	12	-1
Cc1ccc(C(=O)Cn2c(=N)n(N)c3ccccc32)cc1	5	-9	-5	-2	-29	-7	8	1
COC(=O)C1CCN(C(=O)COc2cc3sc(C)nc3c3sccc23)CC1	1	5	0	5	-2	11	16	0
Cc1ccc2c(c1)-n1c(nc3ccc(C)cc3c1=O)C(Cc1ccccc1)NC2=O (stereo not drawn)	x	2	-2	14	2	x	x	x
Cc1cc(NCCCn2ccnc2)n2nc(-c3ccc(Cl)cc3)cc2n1	37	5	1	12	-11	-5	-190	-101
COc1cccc(NC(=O)CN2CCN(c3ccccc3F)CC2)c1	-1	1	-2	-4	-12	-5	16	1
CCC(OC(=O)C1=Cc2ccccc2OC1)C(=O)NC1CCCC1 (stereo not drawn)	-10	-13	-9	-13	-19	8	-30	4

Source: PubChem BioAssay
